# S1P2 agonist: activates the human S1P2 receptor; 0.46% of 97,000 active; activation, % at 4.5 µM; O95136; S1P2-expressing cell line, agonist reporter read-out; in the data active = activation above about 16%;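 note: 0% = vehicle low control and 100% = maximal reference agonist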
# PTPN22 act: increases human PTPN22 phosphatase activity; AID 697; 0.11% of 96,000 active; activation, % at 2 µM; Q9Y2R2; recombinant LYP, DiFMUP fluorescence; 0 = plate median, 100 = signal doubled;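 active = activation at 2 µM above a set limit, the mean plus 5 SD, cut at about 37% in these data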
# Target sequence (Q9Y2R2 whole entry, looked up): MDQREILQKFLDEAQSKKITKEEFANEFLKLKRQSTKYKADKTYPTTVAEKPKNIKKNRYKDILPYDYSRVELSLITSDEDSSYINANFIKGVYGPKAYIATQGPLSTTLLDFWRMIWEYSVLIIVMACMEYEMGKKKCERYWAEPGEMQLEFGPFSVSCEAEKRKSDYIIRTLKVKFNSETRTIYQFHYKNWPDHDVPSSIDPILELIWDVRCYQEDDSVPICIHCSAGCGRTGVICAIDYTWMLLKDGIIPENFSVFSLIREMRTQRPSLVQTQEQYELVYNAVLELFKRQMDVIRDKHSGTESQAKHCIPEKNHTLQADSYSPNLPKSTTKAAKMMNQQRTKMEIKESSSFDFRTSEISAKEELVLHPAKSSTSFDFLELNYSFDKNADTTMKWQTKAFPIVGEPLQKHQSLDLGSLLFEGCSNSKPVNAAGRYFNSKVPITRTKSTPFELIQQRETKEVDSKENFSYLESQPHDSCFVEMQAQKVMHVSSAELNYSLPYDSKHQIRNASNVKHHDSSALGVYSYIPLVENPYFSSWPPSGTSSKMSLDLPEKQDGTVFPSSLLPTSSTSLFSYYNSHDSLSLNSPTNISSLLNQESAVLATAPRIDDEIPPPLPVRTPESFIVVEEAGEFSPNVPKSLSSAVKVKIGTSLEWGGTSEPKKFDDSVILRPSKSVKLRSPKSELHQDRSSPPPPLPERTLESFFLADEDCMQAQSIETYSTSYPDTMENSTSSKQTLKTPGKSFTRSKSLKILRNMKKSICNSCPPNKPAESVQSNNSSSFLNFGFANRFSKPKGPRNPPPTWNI
# HUVEC inhibit: inhibitors of human endothelial cell proliferation. HUVEC proliferation, CellTiter-Glo luminescence, 72 h; active compounds read low. viability, % at 10 µM (by protocol). 1.1% of 86,000 active. AID 648;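 active = viability at or below 30%; inactive = viability above 30%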;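 note: 100% = median luminescence of DMSO-only cell control wells on each plate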
# PostGolgi ctrl: growth of the yeast control strain, post-Golgi counter-screen; inhibition, % at 10 µM; 5% of 98,000 active; AID 738; efflux-deficient yeast background strain, growth absorbance A615, 16 h; in the data active = inhibition above about 30%
# Fibroblast inh: blocks proliferation of human lung fibroblasts | LL 47 human lung fibroblast viability, ATP luminescence; active compounds read low | viability, % at 10 µM | 1.1% of 85,000 active | AID 719;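 active = viability at or below 50% in the single dose screen; inactive = viability above 50%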;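 note: compound exposure lasted 72 h before the ATP readout; 100% = median luminescence of untreated cell-only wells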
#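 Times – overnight cell rest, 72 h compound treatment at 37 °C · Test system – human lung fibroblast line LL 47, low passage · Amount – 1,150 cells in each well · Controls – cell-only wells, no compound · Doses – 0.1% DMSO in all compound wells · Measured by – CellTiter-Glo luminescence · Buffer or medium – IMEM plus 15% FBS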
# sEH act: activators of human soluble epoxide hydrolase; 0.04% of 91,000 active; activation, % at 2 µM; AID 717; purified human sEH enzymatic activity, activator screen; in the data active = activation above about 37%; note: values of inactives mirror those of a sister screen read the other way
# sEH inhibitor: inhibitors of human soluble epoxide hydrolase; P34913; recombinant human sEH enzymatic activity assay; inhibition, % at 2 µM; 0.34% of 91,000 active; in the data active = inhibition above about 80%; note: values of inactives mirror those of a sister screen read the other way; many of its hits are not listed in these tables
# H69AR inhibit: growth inhibitors of human H69AR lung tumor cells | H69AR lung tumor viability, ATP luminescence, 72 h; active compounds read low | viability, % at 10 µM | 6% of 85,000 active;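 active = viability at or below 40%; inactive = viability above 40%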;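 note: multidrug resistant small cell line overexpressing MRP-1 efflux transporter; 100% = mean luminescence of untreated control wells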
# S1P2 blocker: S1P2 (human) receptor antagonism; cell-based S1P2 antagonist assay, inhibition at 5 uM; inhibition, % at 5 µM; O95136; 0.21% of 97,000 active; in the data active = inhibition above about 45%;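 note: CRE beta-lactamase reporter cells expressing human S1P2 stimulated with S1P; 0% = agonist at EC80 alone and 100% = agonist plus reference antagonist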
# * hit, by the source's call; . = not tested or not shown. An excerpt. The share of hits here may be higher or lower than overall.
SMILES,S1P2 agonist,PTPN22 act,HUVEC inhibit,PostGolgi ctrl,Fibroblast inh,sEH act,sEH inhibitor,H69AR inhibit,S1P2 blocker
O=C(O)CCCC(=O)N1CCN(c2nc(-c3ccccc3)c3ccccc3n2)CC1,38*,3,94,9,94,2,-1,97,-6
CCOc1ccccc1C(=O)N1CCN=C1SC,-4,-3,99,10,104,-3,2,87,26
CCn1nnc(-c2ccccc2NS(=O)(=O)c2ccc(C(=O)OC)cc2)n1,-2,5,86,16,104,15,-15,17*,2
CC1CCc2nn(CC(=O)Nc3ccc(F)cc3F)cc2C1 (configuration not stated),-6,1,.,7,.,-1,1,.,17
COC(=O)c1nc(-c2ccc(C)cc2)oc1N(C)C,-8,-4,98,4,94,-3,6,87,7
O=C(NCc1ccco1)c1cnn2c(C(F)(F)F)cc(-c3cccs3)nc12,-1,9,92,14,86,3,-3,7.1*,-40
O=c1cc(-c2ccccc2)c2ccccc2[nH]1,-4,-3,87,11,95,12,-12,81,9
CCOc1ccc(N2C(=O)CC(SC(=NC)Nc3cccc(F)c3)C2=O)cc1 (configuration not stated),-8,-11,93,-7,90,.,.,86,3
COc1ccc(Nc2nc(C)cc(=O)[nH]2)cc1,-2,-7,90,3,102,9,-13,91,-24
Cc1c(NC(=O)c2ccccc2N)cccc1C(=O)O,-6,1,87,7,100,1,-1,88,-6
CCCCCn1c(SCC(=O)c2ccccc2)nc2cc(C(=O)NCc3ccco3)ccc2c1=O,-3,-6,.,1,.,-1,4,.,14
CCN(CC)c1nc(Nc2ccccc2)nc(Oc2ccc(=O)n(C)n2)n1,.,.,91,18,92,.,.,58,.
COc1ccccc1N(C(=O)c1snc(C(N)=O)c1N)C(C(=O)NC1CCCC1)c1ccco1 (configuration not stated),1,2,106,3,90,17,-20,77,-1
C=C1Cn2c(nnc2-c2ccc(Cl)cc2)S1,-6,-5,90,-9,104,7,-10,84,4
CCOC(=O)CSc1nc2ccccc2c(=O)n1CC1COc2ccccc2O1 (configuration not stated),-4,1,93,21,94,1,-1,79,-16
Cc1noc(C)c1S(=O)(=O)Nc1ccc(C(=O)N2CCN(c3ccc(Cl)cc3)CC2)cc1,-1,1,.,0,.,8,-6,.,4
O=C(CCS(=O)(=O)c1ccc(Br)cc1)Nc1ccc2c(c1)OCO2,-5,1,75,.,98,0,2,54,6
CCc1c(C(=O)N/N=C/c2ccc(C)o2)csc1C,-5,0,105,.,100,-79,79,102,13
O=C(CN1CCN(S(=O)(=O)c2ccc(F)cc2)CC1)Nc1ccc2c(c1)OCCO2,-1,1,94,14,103,-2,3,100,-4
CCC(C(=O)c1ccccc1)N(C(=O)c1ccccc1Cl)N1C(=O)C2C3C=CC(C3)C2C1=O (configuration not stated),-4,-8,.,4,.,4,-4,.,19
CCc1ccc(NC2=NCC(=O)N2c2ccc3c(c2)OCCO3)cc1,-5,-10,99,14,92,3,1,94,14
CCC(CC)c1nnc(NC(=O)Oc2ccccc2)s1,-5,12,102,-10,106,-4,6,97,-5
COc1cc(NC(=S)N2CCN(C(c3ccccc3)c3ccccc3)CC2)cc(OC)c1,-5,-1,.,11,.,7,-4,.,23
O=C(NC(=S)Nc1cccc(Cl)c1N1CCCC1)c1ccc(-c2cccc([N+](=O)[O-])c2)o1,-10,-7,90,2,90,-10,9,93,9
Cc1cccc(CS(=O)(=O)Cc2ccc(C(=O)O)o2)c1,-7,-2,.,8,.,-6,8,.,4
CC(Oc1ccccc1)C(=O)NC1CCN(Cc2ccccc2)CC1 (configuration not stated),-3,-6,96,8,97,-7,7,101,2
CS(=O)(=O)CCC(C(=O)n1nnc2ccccc21)N1C(=O)c2ccccc2C1=O (configuration not stated),.,.,90,9,101,.,.,90,.
C=CCNC(=S)N/N=C/c1ccc(-c2cc(Cl)ccc2Cl)o1,-6,9,.,-4,.,-2,2,.,-11
Cc1ccc2c(C(=O)CN3CCN(c4ccccc4)CC3)c(C)[nH]c2c1,-7,0,94,5,100,-3,2,83,-4
Cc1ccccc1OCCNC(=O)CNC(=O)c1ccccc1O,-3,10,92,8,91,0,3,90,0
O=C(NCc1ccc2c(c1)OCO2)C(c1ccco1)N(C(=O)c1csnn1)c1ccccc1 (configuration not stated),-6,0,91,2,98,-14,16,92,5
COc1ccccc1Cn1c(=O)[nH]c2cccnc21,0,-2,97,-1,106,8,-7,99,-5
C=CCn1c(SCC(=O)c2ccc(CNC(C)=O)o2)nc2scc(C3CC3)c2c1=O,0,-1,86,10,88,15,-15,81,-4
Cc1ccc(-c2nc3cnccn3c2Nc2ccc3c(c2)OCCO3)o1,.,.,96,12,98,.,.,65,.
CC(=O)N1CCc2cc(S(=O)(=O)NC(C(=O)NCc3ccccc3)C(C)C)ccc21 (configuration not stated),0,-3,90,4,97,-7,10,89,11
CCc1cc(/C(Cc2csc(C)n2)=N/O)c(O)cc1O,-4,5,84,12,101,0,0,86,-14
CN1CCC(=NNC(=O)C(=O)NC(C)(C)C)CC1,-3,-2,99,5,95,13,-14,89,-6
COc1ccc2[nH]c(=O)c(CN(Cc3nnnn3Cc3ccccc3)CC3CCCO3)cc2c1 (configuration not stated),-4,2,91,17,95,-13,16,64,9
CC(=O)N(C)c1ccc(NC(=O)/C=C/c2ccccc2Cl)cc1,-5,3,.,1,.,-70,69,.,-1
COc1ccc(-c2nnc(SCC(=O)Oc3ccc(C)cc3)o2)cc1,-5,1,98,.,95,1,0,102,-16
NC(=O)CCn1nc(-c2ccccc2)c2ccccc2c1=O,.,.,86,-4,103,.,.,87,.
CC(C)(C)c1ccc(OC(=O)c2cccnc2)cc1,-7,6,106,.,99,6,-7,105,10
C=CCn1c(Cc2cccs2)nnc1SCC(=O)NCc1ccco1,-3,-6,102,5,97,-6,5,105,15
N#CCCN1CCN(CCC#N)CC1,-5,0,99,9,107,9,-10,94,15
CCOC(=O)N1CCN(c2c(NCCCN(CC)CC)c(=O)c2=O)CC1,-7,1,102,3,98,20,-21,111,0
N#Cc1c(C(F)(F)F)cc(-c2ccccc2)nc1SCc1nc(N)nc(N2CCOCC2)n1,.,.,63,45*,75,.,.,21*,.
Cc1cccc(OCC(=O)Nc2cccc3nsnc23)c1,-4,2,94,5,106,0,-5,86,4
CCCCOC(=O)C1=C(C)Nc2ncnn2C1c1cc(OC)c(OC)cc1OC (configuration not stated),-1,9,94,-2,93,.,.,93,-32
O=C(c1cnn2c(C(F)(F)F)cc(-c3ccco3)nc12)N1CCCc2ccccc21,-7,-5,81,1,88,17,-19,95,-4
CN(C)c1ccc(N/C=C/C(=O)C(C)(C)C)cc1,-3,-8,77,7,102,-11,8,54,0
COCCNc1nc(=S)[nH]c2cc(OC)c(OC)cc12,-7,27,.,-7,.,-6,8,.,20
O=C1CC(N2CCN(c3ccccc3Cl)CC2)C(=O)N1c1ccccc1 (configuration not stated),1,1,101,11,89,10,-13,93,-21
c1ccc(-n2nc3ccccc3n2)cc1,-5,2,94,.,100,4,-1,96,1
Cc1ccc2c(c1)N(CCC(=O)NCc1cccs1)C(=O)C(C)O2 (configuration not stated),-4,5,104,6,107,-7,5,87,-11
COc1ccc2nc(NC(=O)c3ccoc3C)sc2c1,-2,10,46,9,53,-3,5,23*,-23
CCOc1cccc(-c2nnc(SCC(=O)Nc3cccc(OC)c3)n2N)c1,-4,-10,88,0,108,12,-13,96,3
O=C(CCNS(=O)(=O)c1cccs1)NCc1ccccc1,-8,1,104,12,98,5,-6,95,-10
CN(C)c1ccc(C(c2nnnn2C2CCCCC2)N2CCN(C(=O)c3ccco3)CC2)cc1 (configuration not stated),-4,6,104,.,99,14,-15,100,2
O=c1cc2c(nn1Cc1ccc(Cl)cc1)-c1ccccc1CC2,-3,7,110,48*,100,-2,2,107,17
Oc1ccc2ccccc2c1CN1CCN(c2ccccc2F)CC1,-1,4,97,2,85,-1,1,83,19
# (further entries)
SMILES,S1P2 agonist,PTPN22 act,HUVEC inhibit,PostGolgi ctrl,Fibroblast inh,sEH act,sEH inhibitor,H69AR inhibit,S1P2 blocker
O=C(NCC1CCCO1)c1ccc2c(c1)C(=O)N(C1CCCCC1)C2=O (configuration not stated),-3,12,88,15,99,4,-3,100,-8
O=C(Nc1ccc2c(c1)OCCO2)C1CCN(S(=O)(=O)c2ccc(Br)s2)CC1,0,-2,97,13,102,-35,36,78,1
CCCCOc1ncnc2c1[nH]c1ccccc12,-10,14,81,4,91,15,-17,.,31
Cc1cc(C(=O)NCCCN2CCN(c3cc(Cl)ccc3C)CC2)n(-c2ccccc2)n1,-5,-1,69,0,80,1,-2,31*,10

# Structures listed so far that have a Cl atom:
SMILES,S1P2 agonist,PTPN22 act,HUVEC inhibit,PostGolgi ctrl,Fibroblast inh,sEH act,sEH inhibitor,H69AR inhibit,S1P2 blocker
C=C1Cn2c(nnc2-c2ccc(Cl)cc2)S1,-6,-5,90,-9,104,7,-10,84,4
Cc1noc(C)c1S(=O)(=O)Nc1ccc(C(=O)N2CCN(c3ccc(Cl)cc3)CC2)cc1,-1,1,.,0,.,8,-6,.,4
CCC(C(=O)c1ccccc1)N(C(=O)c1ccccc1Cl)N1C(=O)C2C3C=CC(C3)C2C1=O (configuration not stated),-4,-8,.,4,.,4,-4,.,19
O=C(NC(=S)Nc1cccc(Cl)c1N1CCCC1)c1ccc(-c2cccc([N+](=O)[O-])c2)o1,-10,-7,90,2,90,-10,9,93,9
C=CCNC(=S)N/N=C/c1ccc(-c2cc(Cl)ccc2Cl)o1,-6,9,.,-4,.,-2,2,.,-11
CC(=O)N(C)c1ccc(NC(=O)/C=C/c2ccccc2Cl)cc1,-5,3,.,1,.,-70,69,.,-1
O=C1CC(N2CCN(c3ccccc3Cl)CC2)C(=O)N1c1ccccc1 (configuration not stated),1,1,101,11,89,10,-13,93,-21
O=c1cc2c(nn1Cc1ccc(Cl)cc1)-c1ccccc1CC2,-3,7,110,48*,100,-2,2,107,17
Cc1cc(C(=O)NCCCN2CCN(c3cc(Cl)ccc3C)CC2)n(-c2ccccc2)n1,-5,-1,69,0,80,1,-2,31*,10
